ERp5 inh: ERp5 (human) disulfide isomerase inhibition; Q15084; ERp5 insulin aggregation, absorbance 650 nm, 90 min; inhibition, % at 9.99 µM; 350,000 compounds, 0.05% hits;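 active means mean replicate inhibition above about 25%, with every replicate also reaching it, limit read from the data, passing the limit was not always enough; inconclusive means only one of those two criteria met; inactive means neither criterion met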
Target sequence (Q15084 whole entry, looked up): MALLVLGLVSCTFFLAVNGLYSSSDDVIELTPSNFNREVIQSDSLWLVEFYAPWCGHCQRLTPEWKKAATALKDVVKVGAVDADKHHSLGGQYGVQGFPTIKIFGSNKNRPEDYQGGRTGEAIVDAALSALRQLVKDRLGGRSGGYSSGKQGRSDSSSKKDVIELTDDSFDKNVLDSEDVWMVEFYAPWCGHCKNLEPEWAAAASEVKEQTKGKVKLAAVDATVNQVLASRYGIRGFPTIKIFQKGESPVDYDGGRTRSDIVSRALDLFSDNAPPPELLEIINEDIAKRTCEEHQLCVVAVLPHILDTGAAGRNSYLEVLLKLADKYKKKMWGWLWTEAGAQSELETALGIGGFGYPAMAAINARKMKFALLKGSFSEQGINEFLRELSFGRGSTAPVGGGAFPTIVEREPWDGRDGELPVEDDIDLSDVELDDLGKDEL
DENV2 CPE rescue: DENV2-induced cell death inhibition | DENV2-infected cells, cytopathic effect rescue, plate reader | CPE inhibition, % at 9.99 µM | 350,000 compounds, 1.7% hits; in the data active means CPE inhibition above about 20%, passing the limit was not always enough; inconclusive means no clear call, values can overlap the other calls; tested in BHK-21 cells;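 further: 0% = median of neutral control wells and 100% = median of positive control wells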
CFTR F508del cor: CFTR F508del correction in bronchial cells; CFBE cells, YFP halide quenching; stimulated with forskolin plus potentiator P3; % fluorescence drop versus neutral controls; activity (quench increase), % at 7.58 µM; 350,000 compounds, 0.36% hits; AID 720511;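 active means mean added fluorescence quench of at least 8% versus neutral control, with both replicates also reaching 8%; inconclusive means only one of the mean or replicate conditions met; inactive means mean below 8% and not both replicates reaching 8%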;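 further: cells transiently co-express mutant CFTR-F508del with the halide-sensitive YFP; corrector assay measuring rescue of mutant channel to the surface after 24 h compound exposure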
SIRT5 block: inhibitors of human sirtuin-5 desuccinylase. inhibition, % at 15 µM. 330,000 compounds, 1.1% hits. AID 652115. Purified SirT5, succinyl-peptide AMC, trypsin-coupled fluorescence. Q9NXA8; in the data active means inhibition above about 15%; inconclusive means no clear call, values can overlap the other calls
Target sequence (Q9NXA8 whole entry, looked up): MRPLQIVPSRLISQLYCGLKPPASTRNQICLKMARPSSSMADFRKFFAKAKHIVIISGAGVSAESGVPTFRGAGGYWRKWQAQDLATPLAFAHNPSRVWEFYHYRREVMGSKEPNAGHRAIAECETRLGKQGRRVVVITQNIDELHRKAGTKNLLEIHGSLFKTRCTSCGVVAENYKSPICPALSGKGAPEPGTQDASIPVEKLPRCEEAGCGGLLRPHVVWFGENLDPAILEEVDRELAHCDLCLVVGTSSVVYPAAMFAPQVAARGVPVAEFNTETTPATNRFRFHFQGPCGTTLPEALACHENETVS
miR122 inh: blocks miR-122 activity in Huh7 sensor cells; activation (reporter increase), % at 12.5 µM; 340,000 compounds, 0.3% hits; Huh7 miR-122 Renilla luciferase sensor, 48 h; neutral wells = 0, positive control = 100;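 active means mean replicate activation score at least 90 and every replicate individually at or above 90; inconclusive means only one of the two criteria met; inactive means neither criterion met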;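 further: higher luciferase means less miR-122 activity so hits act as miR-122 inhibitors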
Casp6 inh: caspase-6 (human) enzyme inhibition | 350,000 compounds, 0.53% hits | inhibition, % at 12.5 µM | purified caspase-6, Z-VEID-R110 cleavage fluorescence;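 active means mean inhibition across replicates at least about 35%, with every replicate also reaching that limit, limit read from the data; inconclusive means only one of the two criteria met; inactive means neither criterion met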;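 further: 0% = median of neutral control wells and 100% = no fluorescence left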
Target sequence (P55212 24-179 limits assumed): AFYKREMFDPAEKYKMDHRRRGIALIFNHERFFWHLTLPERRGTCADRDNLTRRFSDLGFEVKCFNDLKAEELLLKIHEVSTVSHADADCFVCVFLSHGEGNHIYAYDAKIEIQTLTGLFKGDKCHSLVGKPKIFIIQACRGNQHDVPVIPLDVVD
Target sequence (P55212 194-293 limits assumed): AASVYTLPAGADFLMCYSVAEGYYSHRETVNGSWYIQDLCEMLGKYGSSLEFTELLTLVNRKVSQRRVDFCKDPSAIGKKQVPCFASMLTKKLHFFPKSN
ERAP1 inh: inhibitors of human ERAP1 aminopeptidase; Q9NZ08; recombinant ERAP1, Leu-AMC fluorescence, 60 min; inhibition, % at 10.7 µM; 340,000 compounds, 0.15% hits; AID 652197;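 active means mean replicate inhibition of at least 30%, or all replicates individually reaching that 30% level; inactive means mean below 30% and not every replicate reaching it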;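 further: 0% = neutral control wells and 100% = L-leucinethiol positive control wells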
Starred values were filed as active, the others as inactive; ? = inconclusive; . = not tested or not shown; & = joins results of further samples; [ ] = another dose, or the depositor's remark.

SMILES	ERp5 inh	DENV2 CPE rescue	CFTR F508del cor	SIRT5 block	miR122 inh	Casp6 inh	ERAP1 inh
C/C(=N\N=C(N)N)c1ccc(C)c(C)c1	3	-2	0.8	-5	.	-4	-2
O=C(CN1CCN(C/C=C/c2ccccc2)CC1)Nc1ccccc1C(=O)NC1CC1	0	5	-1.4	-1	-7	-11	.
CCC(=O)N1CC[C@@H]2[C@@H](CO)Nc3ccc(C#Cc4cccnc4)cc3[C@@H]21	7	-1	-0.5	19*	14[16.7 µM]	0	4
CCOC(=O)[C@H]1[C@H]2COc3cc(OC)ccc3[C@@H]2N2C(=O)CN(CCc3c[nH]c4ccccc34)C(=O)[C@@]12C	1	-21	4.4	-7	-1	-1	-5
CC(C)c1csc(CN2CCC(CO)(Cc3ccccc3)CC2)n1	-2	2	2.3	-1	0	-4	-1
CC(C)(C)Cc1c(-c2ccc(Cl)cc2)nc2ccc(Cl)cn12	3	-7	-0.1	-2	1	2	1
C[C@H](CO)N1C[C@H](C)[C@@H](CN(C)CC2CCCCC2)Oc2ccc(NS(=O)(=O)c3ccc(F)cc3)cc2CC1=O	1	0	-2.5	16*	-10[16.7 µM]	2	1
CC(=O)c1c(C)nc2ccc(C)cc2c1-c1ccccc1	4	1	-1.9	-1	-7	.	-5
O=C(C[C@@H]1C[C@H]2c3cc(NC(=O)Nc4ccccc4F)ccc3O[C@H]2[C@H](CO)O1)NCc1ccncc1	-16	9	-1.0	-1	-2[16.7 µM]	-1	-2
COc1cccc(NC(=O)N(C)C[C@H]2Oc3cc(C#Cc4ccc(F)cc4)ccc3S(=O)(=O)N([C@@H](C)CO)C[C@@H]2C)c1	1	-17	3.6	10	39[16.7 µM]	4	1
COc1ccc(CCN2CC(C(=O)N(C)Cc3ccccn3)CCC2=O)cc1 (configuration not stated)	-7	-2	-4.0	.	0	1	-2
O=C(NCC(=O)N1CCC2(CC1)NCCc1[nH]cnc12)c1ccc(Br)cc1	0	2	-0.1	-13	-2	1	7
COc1cc(NC(=O)CSc2nc(C)cc(C)n2)cc(OC)c1OC	-3	-7	4.7	-1	-6	.	0
COC(=O)CN1C(=O)COc2ccc(Cl)cc21	1	2	0.3	.	0	1	.
O=C1NC[C@@H](CCCCN2C[C@H](Cc3ccc(O)cc3)N(CCC3CCCCC3)C(=O)C2=O)N(CCc2ccc(O)cc2)C1=O	1	11	2.7	1	.	5	-2
CCN1CCN(C(=O)c2nn(-c3ccc(OC)cc3)c(=O)c3c2c2ccccc2n3C)CC1	1	4	-4.4	-3	-9	-1	-1
CC(C)c1ccc(NC(=S)N2CCCC(c3ccc(F)cc3)=N2)cc1	.	3	-4.4	-6	.	1	3
N#CC1=C(N)NC(=S)C(C(N)=O)C1c1ccccc1F (configuration not stated)	2	2	-5.6	-5	-2	2	4
C[C@H](CO)N1C[C@H](C)[C@H](CN(C)Cc2ccc(C(F)(F)F)cc2)Oc2c(NS(=O)(=O)c3ccc(Cl)cc3)cccc2C1=O	12	8	0.6	-1	29[16.7 µM]	-1	-1
C/C=C/c1ccc(C2[C@H]3CNC[C@@H]2N3S(=O)(=O)c2ccccc2OC)cc1 (some centres not stated)	-1&1	0&-7	-0.5&0.5	-1&5	.	0&-3	-3&-3
O=C(O)CCC(=O)NNc1nc(-c2ccccc2)c2cc(Cl)ccc2n1	-4	0	-0.1	1	.	0	4
Cc1noc(C)c1NC(=O)Nc1ccc2c(c1)C(=O)N([C@H](C)CO)C[C@H](C)[C@@H](CN(C)C(=O)Nc1ccc(C(F)(F)F)cc1)O2	-3&0	13&15	1.3&-2.5	13&1	-10[16.7 µM]	-4&-2	-2&6
CCCN1[C@@H]2c3cccc(=O)n3C[C@@H]2[C@@H](CO)[C@@H]1C(=O)N[C@@H](C)c1ccccc1	0	3	3.9	-4	.	8	-1
COc1ccc(NC(=S)Nc2ccc(OCc3ccccc3)cc2)c(OC)c1	4	2	.	-7	-6	0	15
Cc1ccc(S(=O)(=O)N(C)C[C@H]2Oc3ccc(NC(=O)Cc4cn(C)c5ccccc45)cc3C(=O)N([C@H](C)CO)C[C@@H]2C)cc1	10	-2	-1.2	-4	-2[16.7 µM]	1	-2
COc1cc(NC(=O)c2cc(C)no2)c(OC)cc1Cl	8	4	-0.6	-5	14	-3	-1
CCCC1NC(=O)c2cccnc2-n2c1nc1ccc(OC)cc1c2=O (configuration not stated)	0	-1	-1.8	-5	-3	1	1
OCCC1CN(Cc2nc3ccccc3[nH]2)CCN1C1CCCC1 (configuration not stated)	6	-1	0.2	4	-6	.	-1
Cc1ccnc(NS(=O)(=O)c2ccc(N3C(=O)C4CCCCC4C3=O)cc2)n1 (configuration not stated)	4	-2	0.1	-1	.	0	1
O=C(c1ccco1)N1CCN(Cc2cccc(C(F)(F)F)c2)CC1	3	1	0.2	0	-2	3	-2
O=C(C[C@@H]1CC[C@H](NS(=O)(=O)c2cccc(F)c2)[C@H](CO)O1)NCc1ccc2c(c1)OCO2	-1	-8	1.8	3	.	2	2
CC(NC(N)=O)C(=O)OCC(=O)c1ccc(-c2ccccc2)cc1 (configuration not stated)	-5	1	1.1	-2	.	2	1
Cc1ccc(OCCNC(=O)c2ccc(C)o2)cc1	3	6	-6.8	-2	1	-1	1
OC1(c2ccc(F)cc2)CCN(Cc2cccnc2)CC1	0	-2	-2.6	-8	-1	-5	-1
CCN(CC(=O)NCc1ccc(F)cc1)C(=O)c1ccc(COc2ccccc2)cc1	2	4	2.8	-2	2	2	-2
CCCOc1ccc(CNC(=O)Cn2ncc3ccccc32)cc1	3	-1	-0.1	-4	9	-3	-2
COc1ccccc1-n1c(SCC(=O)NC2CCS(=O)(=O)C2)nc2cc([N+](=O)[O-])ccc21 (configuration not stated)	0	0	.	13	-4	3	2
CCOc1ccc(Cl)cc1-c1cc(C(=O)NCC2CCCCC2)[nH]n1	5	-7	-2.0	.	2	2	-3
NC(=O)[C@@H]1[C@H]2C(=O)O[C@H](c3ccccc3)[C@H](c3ccccc3)N2[C@H](c2ccc(O)cc2)[C@@]12C(=O)Nc1ccc(C#CC3=CCCCC3)cc12	-7	15	-1.5	2	.	0	2
CCOc1cc(N2CCOCC2)c(OCC)cc1NCC(=O)N1CCN(Cc2ccccc2)CC1	1	4	2.8	-1	.	-1	0
COc1ccccc1CCC(=O)N(C)CC(=O)Nc1ccc(Cl)c(C(F)(F)F)c1	-17	?	-2.9	1	0	1	-2
COc1ccccc1C#CC1=CC(=O)C[C@H](c2ccc(F)cc2)C1	2	0	3.8	-5	5	-2	1
COC1=C/C(=C/c2c(N)n3nc(CC(=O)N4CCOCC4)sc3nc2=O)C=CC1=O	-7	-4	4.0	16*	-1	7	6
COc1ccccc1-c1c(C)nn2c(N3CCN(c4ccccc4OC)CC3)cc(C)nc12	-3	0	-3.1	-2	0	-2	5
CC(C)(O)C#Cc1ccc([C@@H]2[C@@H](CO)N3CCCCN(C(=O)c4ccc(F)cc4)C[C@H]23)cc1	-1	?	2.2	0	6[16.7 µM]	-4	5
CS(=O)(=O)N(CC(=O)N1CCc2ccccc2C1)c1ccccc1F	-3	9	1.0	-1	-4	0	2
N#Cc1ccc(-c2ccc([C@@H]3[C@@H](CO)N4C(=O)CN(C(=O)C5CC5)C[C@H]34)cc2)cc1	2	-7	0.2	-3	.	4	4
CO[C@H]1CN(C)C(=O)c2ccc(NC(=O)NC(C)C)cc2OC[C@@H](C)N(C(=O)CC2CC2)C[C@@H]1C	2	-5	4.3	3	.	-1	-4
CCc1cccc2c(C(=O)CSc3nncn3-c3ccccc3OC)c[nH]c12	2	3	4.0	-2	-1	0	3
CC(=O)c1ccc(S(=O)(=O)Nc2ccc(-n3c(C)nc4ccccc4c3=O)cc2)cc1	1	-2	-2.2	0	.	5	5
CCN(CC)S(=O)(=O)c1ccc(N2CCOCC2)c(NS(=O)(=O)c2ccc(Cl)s2)c1	0	9	0.1	.	18	2	-7
C[C@@H]1CC=C[C@H]2[C@H]1C(=O)N(Cc1ccccc1)[C@H]2c1ccc(F)c(-c2ccc(N(C)C)cc2)c1	4	8	0.6	.	-2	-1	0
Cc1noc(C)c1NC(=O)NCC[C@@H]1CC[C@H](NC(=O)c2ccncc2)[C@H](CO)O1	3	-1	-1.7	-1	.	-10	0
CCOc1ccc(NC(=O)CN(c2ccc(OC)cc2)S(=O)(=O)c2cccs2)cc1	-9	-6	-1.4	0	-4	-4	0
Cc1noc(C)c1C(=O)OCC(=O)/C=C1/N(C)c2ccccc2C1(C)C	9	?	-1.8	.	-2	-5	2
O=C(/C=C/c1ccco1)NC(=S)Nc1nc(-c2ccc3ccccc3c2)cs1	4	.	12*	-2	-1	-3	-2
CCOC(=O)c1c(C)[nH]c(C)c1S(=O)(=O)N(C)CC(=O)N1CCN(c2ccc(OC)cc2)CC1	1	20	-0.8	-1	14	1	4
CCCn1c2ccccc2c2cnn(CC(=O)NCCN(CC)CC)c(=O)c21	-2	8	-1.6	-2	.	-12	0
Cn1cnc(S(=O)(=O)N2C[C@@H](O)COC[C@@H]3O[C@@H](CC(=O)NC4CCC4)CC[C@H]32)c1	1	2	3.7	3	0[16.7 µM]	1	0
COCC(=O)Nc1ccc2c(c1)C(=O)N(C)[C@@H]1CC[C@H](CC(=O)NCc3ccc(OC)cc3)O[C@@H]1CO2	.	?	-2.8	.	-8[16.7 µM]	.	.

An excerpt from above in order of their number in miR122 inh, lowest first.
Molecule	miR122 inh
N#CC1=C(N)NC(=S)C(C(N)=O)C1c1ccccc1F (configuration not stated)	-2
CCOC(=O)[C@H]1[C@H]2COc3cc(OC)ccc3[C@@H]2N2C(=O)CN(CCc3c[nH]c4ccccc34)C(=O)[C@@]12C	-1
COc1ccccc1C#CC1=CC(=O)C[C@H](c2ccc(F)cc2)C1	5

Next entries
SMILES	ERp5 inh	DENV2 CPE rescue	CFTR F508del cor	SIRT5 block	miR122 inh	Casp6 inh	ERAP1 inh
CC(CC(=O)Nc1ccccc1)n1ccnc1 (configuration not stated)	2	.	1.9	-9	.	1	4
CCC(=O)N1CC2(C1)[C@H](c1ccccc1)[C@H](CO)N2C(=O)NC(C)C	5	0	-2.3	-4	.	0	-1
C=CCN1C(=O)C(C)(C)N(C(C)=O)c2ccccc21	3	9	0.4	-4	.	-2	-2
Cc1ccc(-c2ccc([C@@H]3[C@@H](CO)N4C(=O)CN(C(=O)NC(C)C)C[C@H]34)cc2)cc1	-4	-1	-0.4	2	.	7	-5
CN1C(=O)c2cc(NS(=O)(=O)c3cccc(F)c3)ccc2OC[C@@H]2O[C@H](CC(=O)O)CC[C@H]21	-1	15	-1.6	2	37[16.7 µM]	5	-5
CCCNC(=O)C[C@H]1C[C@H]2c3cc(NC(=O)Nc4ccccc4)ccc3O[C@H]2[C@@H](CO)O1	.	6	1.2	.	-2[16.7 µM]	.	.
CCCC#Cc1ccc2c(c1)O[C@@H](CN(C)Cc1cccnc1)[C@@H](C)CN([C@H](C)CO)S2(=O)=O	1	-12	.	1	1[16.7 µM]	-3	4
COc1ccc(-c2cn(CC[C@H]3CC[C@@H](NS(=O)(=O)c4ccccc4C)[C@H](CO)O3)nn2)cc1	-1	-16	0.1	0	.	3	0
C[C@@H]1CN([C@@H](C)CO)C(=O)c2cccc(NC(=O)Nc3ccc4c(c3)OCO4)c2O[C@@H]1CN(C)S(=O)(=O)c1cn(C)cn1	-6	-8	4.8	6	3[16.7 µM]	-1	-4
COc1ccc(-c2cc(=O)[nH]c(N3CCN(Cc4ccccc4)CC3)n2)cc1	2	2	0.7	0	-4	-2	-6
O=S(=O)(c1cccc(F)c1)N1CC[C@H]2[C@H](CO)Nc3ccc(Br)cc3[C@H]21	-4	-7	-0.8	5	7[16.7 µM]	0	1
Cc1noc(C)c1S(=O)(=O)Nc1ccc2c(c1)C(=O)N([C@H](C)CO)C[C@@H](C)[C@H](CN(C)CC1CC1)O2	0	-2	0.9	-15	-2[16.7 µM]	-2	2
O=C(NC(=S)Nc1ccccc1Br)C1CC1	4	-6	-0.3	0	.	-5	-1
Nc1nc(SCC(=O)Nc2ccc3c(c2)CCC3)n[nH]1	0	7	.	-3	.	2	4
